Screening data deposited in PubChem by National Center for Advancing Translational Sciences (NCATS).
BRCA1 expr up: qHTS Assay to Identify Small Molecule Activators of BRCA1 Expression; MCF7-BRCA1-FFLuc reporter, luminescence, 48 h; response scale: scaled: vehicle 0%, 10 µM genistein 100%; Potency, µM (series often up to 46.1 µM), for inactives: at the top dose activation, actives largely listed as activators; actives 1.1% (n = 380,000); further: nearly all actives have a fitted effect of over 80% in size; some results filed as inactive show a strong effect at the top dose
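MCF7-BRCA1-FFLuc, 2000 cells/well; 2 h attach, 37 °C/5% CO2; compound 48 h; luciferase substrate 15 min; luminescence end-point. Norm. to genistein 10 microM max activation and DMSO; concentration-response curves fitted.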
FLuc counter: qHTS profiling assay for firefly luciferase inhibitor/activator using purifed enzyme and Km concentrations of substrates (counterscreen for miR-21 project) | Luciferin 4-monooxygenase (Photinus pyralis), P08659 | purified FLuc, Km substrates, luminescence inhibition | Potency, µM (doses to about 57.5 µM), without a hit: top-dose activity change, negative = inhibition, usual class: inhibitors | actives 6.9% (n = 360,000) | AID 588342, 2011;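 further: plate controls were vehicle for no effect and reference inhibitor for full effect; nearly all actives have a fitted effect of over 55% in size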
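Purified P. pyralis luciferase (10nM final) with 10uM D-luciferin and 10uM ATP (Km levels) in 50mM Tris acetate pH 7.5, 10mM Mg acetate, 0.01% Tween-20, 0.05% BSA; qHTS 6-point titration, ~60 µM downward; luminescence read.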
MBNL1-CUG inh: qHTS Assay for Inhibitors of MBNL1-poly(CUG) RNA binding | Muscleblind-like protein 1 (Homo sapiens), Q9NR56 | TR-FRET MBNL1-His/biotin-(CUG)12 binding, 665/545 ratio | Potency, µM (doses to about 57.5 µM), inactives show at the top dose activity change, negative = inhibition, usual class: inhibitors | actives 0.036% (n = 280,000) | AID 2675, 2010; active means well fitted inhibition curve with a large enough effect in the signal ratio, with a control signal flat, not every such curve was filed as active; inconclusive means small, poorly fitted or top-dose-only effect, or effect the other way, or a change in a side signal; inactive means no such curve, though single readings can be large or run the other way; the % refers to the signal ratio; further: on the % scale 0 is the no-effect control and ±100 the full control effect
Target sequence (Q9NR56 whole entry, looked up): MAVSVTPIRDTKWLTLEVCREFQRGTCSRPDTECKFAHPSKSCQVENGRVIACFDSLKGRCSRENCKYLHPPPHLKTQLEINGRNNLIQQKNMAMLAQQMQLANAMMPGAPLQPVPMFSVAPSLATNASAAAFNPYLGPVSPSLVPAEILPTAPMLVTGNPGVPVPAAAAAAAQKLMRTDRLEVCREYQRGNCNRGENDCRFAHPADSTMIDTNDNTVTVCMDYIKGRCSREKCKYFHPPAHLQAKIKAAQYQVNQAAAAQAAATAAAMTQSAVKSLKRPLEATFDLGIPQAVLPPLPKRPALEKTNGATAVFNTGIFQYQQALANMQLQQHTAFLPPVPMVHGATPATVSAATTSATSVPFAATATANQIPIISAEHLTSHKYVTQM
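MBNL1-His + Biotin-(CUG)12, cpd titration 92 nM–58 uM; Tb anti-His Ab 0.055 ng/ul, SA-XL665 5 nM (final); 60 min RT; ratiometric 665/545 nm, Ex 340 nm; normalized to buffer and full-complex controls.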
ELG1 genotox: qHTS screen for small molecules that induce genotoxicity in human embryonic kidney (HEK293T) cells expressing luciferase-tagged ELG1. HEK293T ELG1-luciferase reporter, luminescence, 16 h. Potency, µM (series often up to 46 µM), inactives show top-dose activity change, positive = activation, most hits filed as activators. actives 1.3% (n = 330,000); further: % of control where 0% means no effect; nearly all actives have a fitted effect of over 60% in size
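ELG1-luciferase HEK293T cells, 2,000/well; compound pinned in; 16 hr, 37 °C, 5% CO2; ONE-Glo, 30 min RT; luminescence on CCD imager.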
RORgamma inh: qHTS for inhibitors of ROR gamma transcriptional activity; Potency, µM (doses to about 53.6 µM), without a hit: at the top dose activity change, negative = inhibition, usual class: inhibitors; Drosophila S2 Gal4-RORgamma UAS-luciferase reporter, 20 h; actives 5.4% (n = 310,000); further: on the % scale 0 is the no-effect control and ±100 the full control effect; nearly all actives have a fitted effect of over 60% in size
Target sequence (P51450 whole entry, looked up, the tested form may be a part): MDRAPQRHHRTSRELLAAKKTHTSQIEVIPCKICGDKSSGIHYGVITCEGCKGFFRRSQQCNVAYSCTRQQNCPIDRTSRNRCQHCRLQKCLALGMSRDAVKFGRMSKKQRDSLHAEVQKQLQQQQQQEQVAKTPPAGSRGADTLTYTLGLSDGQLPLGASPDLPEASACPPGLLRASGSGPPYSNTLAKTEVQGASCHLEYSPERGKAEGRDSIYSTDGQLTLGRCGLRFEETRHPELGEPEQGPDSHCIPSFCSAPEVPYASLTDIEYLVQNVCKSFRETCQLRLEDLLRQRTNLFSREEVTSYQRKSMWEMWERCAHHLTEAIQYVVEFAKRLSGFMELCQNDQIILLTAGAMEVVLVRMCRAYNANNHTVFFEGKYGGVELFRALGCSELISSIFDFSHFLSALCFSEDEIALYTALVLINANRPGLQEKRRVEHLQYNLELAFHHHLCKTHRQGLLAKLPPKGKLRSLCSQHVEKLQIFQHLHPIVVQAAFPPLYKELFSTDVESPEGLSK
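In this cell-based reporter format, copper sulfate (700 uM final) drives Gal4–ROR gamma fusion expression from a metallothionein promoter in Drosophila Schneider cells; compounds preincubated 1 hr, reporter read after 20 hr at ambient temperature.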
NPC1 prom act: qHTS Assay for NPC1 Promoter Activators; AID 485313, 2010; actives 2.4% (n = 320,000); Potency, µM (top dose mostly 9.22 µM), without a hit: at the top dose activation, actives largely listed as activators; Huh7 NPC1 promoter luciferase reporter, 24 h;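 further: % of control where 0% means no effect; nearly all actives have a fitted effect of over 60% in size; reporter is driven by a mutant NPC1 promoter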
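Luminescence from an NPC1 promoter-driven luciferase reporter in stably transfected Huh7 cells was measured after 24 h compound treatment at 37 °C, followed by 10 min ambient incubation with luciferase detection reagent.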
p53 reactivator: qHTS assay for re-activators of p53 using a Luc reporter. AID 504706, 2011. H1299 p53-A138V BP100-luciferase reporter, luminescence, 24 h. actives 0.063% (n = 320,000). Potency, µM (titrated, usually from 92.2 µM), inactives show at the top dose activity change, positive = activation, usual class: activators; further: % of control where 0% means no effect; nearly all actives have a fitted effect of over 45% in size
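p53-null H1299 cells stably carrying temperature-sensitive p53-A138V and a BP100-luciferase reporter were pinned with compounds (4-point, 1:5 series) and held 24 hrs at 37 deg C. Luminescence was read 10 min after detection reagent.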
uPA surface inh: qHTS for Inhibitors of Cell Surface uPA Generation; cell surface uPA generation assay, qHTS; actives 0.31% (n = 330,000); Potency, µM (highest dose often 38.3 µM), for inactives: at the top dose activity change, negative = inhibition, hits mostly inhibitors; active means well fitted inhibition curve with a large enough effect; inconclusive means small, poorly fitted or top-dose-only effect; inactive means no such curve, though single readings can be large or run the other way; tested in mouse RAW 264.7 cells; further: on the % scale 0 is the no-effect control and ±100 the full control effect; nearly all actives have a fitted effect of over 55% in size
Gal4-VP16 FLuc: VP16 counterscreen qHTS for inhibitors of ROR gamma transcriptional activity; AID 2546, 2010; Potency, µM (series often up to 53.6 µM), for the others: top-dose activity, negative = inhibition, actives largely listed as inhibitors; Drosophila S2 Gal4-VP16 UAS-luciferase, luminescence, 20 h; actives 3.5% (n = 310,000);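 further: Gal4-VP16 expression switched on by copper sulfate through the metallothionein promoter; on the % scale 0 is the no-effect control and ±100 the full control effect; nearly all actives have a fitted effect of over 50% in size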
Rab9 prom act: qHTS Assay for Rab9 Promoter Activators; Huh7 Rab9 promoter-luciferase reporter, luminescence, 24 h; actives 2.8% (n = 320,000); AID 485297, 2010; Potency, µM (highest dose often 9.22 µM), inactives show at the top dose activation, negative = inhibition, most hits filed as activators; further: % of control where 0% means no effect; nearly all actives have a fitted effect of over 60% in size
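Promoter activation is measured as luciferase luminescence in Huh7 cells stably transfected with a Rab9 promoter–luciferase construct, following 24 h compound exposure at 37 °C and 10 min reagent incubation at ambient temperature.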
The depositor's hits bear a star; ? = inconclusive; · = not tested or not shown; & = joins results of further samples; [ ] = dose if it differs, or a comment. Unless noted, the call rests on the fitted dose curve; in most records, active means well fitted curve in the direction sought with a large enough effect; inconclusive means small, poorly fitted or top-dose-only effect, or another doubt; inactive means no such curve, though single readings can be large; an effect the other way counts as inactive or inconclusive. Potency means the concentration at half of the fitted maximal effect.

compound,BRCA1 expr up,FLuc counter,MBNL1-CUG inh,ELG1 genotox,RORgamma inh,NPC1 prom act,p53 reactivator,uPA surface inh,Gal4-VP16 FLuc,Rab9 prom act
Cc1ccnc(NS(=O)(=O)c2ccc(NC(=O)Cc3ccc(Br)cc3)cc2)n1,-0.4%,-0.5%,2.9%,3.1%,31.5%,0.1%,-2.8%,-9.0%,2.1%,-15.8%
CCCc1nnc(NC(=O)CCC(=O)NCc2ccccc2)s1,-4.4%,1.4%,-1.3%,0.7%,-17.8%,-5.6%,-10.2%,4.1%,-3.4%,-5.6%
COC(=O)c1ccc(/C=C2\CCn3c2nc2cc(C(=O)O)ccc2c3=O)cc1,-12.5%,4.8%,?,?,-2.4%,-1.8%,-1.8%,1.1%,-10.8%,-2.8%
COc1ccc(C2/C=C\CN(S(=O)(=O)c3ccc(-c4ccccc4)cc3)CC(=O)N2Cc2ccc(F)cc2)cc1 (stereo not drawn),0.0%,0.5%,11.8%,-0.5%,-16.6%&4.2%,-2.8%,7.7%,-5.2%,3.7%&-12.8%,-9.0%
O=C(CSCc1ccc(Cl)cc1)N/N=C/c1ccc(OCC(=O)Nc2ccccc2)cc1,14.8%,-2.8%,2.8%,-8.2%,5.2%,-4.3%,-3.6%,-5.2%,-4.0%,2.9%
CCN1C(=O)/C(=C\c2ccncc2)SC1=Nc1ccc(C)c(C)c1,-64.8%,5.1%,-2.0%,0.5%,11.2µM*,2.4%,11.6%,-11.1%,?,3.6%
CN(c1ccccc1)S(=O)(=O)c1ccc(C(=O)NCc2ccccc2F)cc1,-22.6%,7.4%,·,-0.1%,·,-1.5%,-3.3%,3.6%,·,-3.0%
CC(C)(C)c1ccc(C(=O)NC(Cc2ccccc2)C(=O)O)cc1 (stereo not drawn),·,-15.0%,-14.4%,4.1%,17.1%,-6.9%,0.3%,·,1.3%,-7.6%
O=C(O)CSc1c(-c2cccs2)[nH]c2ccccc12,-21.7%,-14.2%,27.4%,0.6%,-23.1%,4.2%,3.8%,-10.5%,-12.4%,0.3%
COc1ccc(NC(=O)c2[nH]c(C)c(C(C)=O)c2C)cc1,23.8%,?,1.2%,?,-19.8%,?,13.5%,-5.6%,11.1%,?
CN(CCc1ccccn1)C(=O)CCC1CCCN(C(=O)c2n[nH]c3c2CCCC3)C1 (stereo not drawn),-13.8%,1.0%,-7.3%,0.3%,?,0.4%,0.9%,1.5%,0.3%,-7.1%
CC(=O)OC1(C(F)(F)F)Oc2ccccc2NC1=O (stereo not drawn),2.4%,5.2%,1.2%,-8.3%,-28.7%[0.365 µM],0.2%,-3.5%,5.3%,·,-1.9%
Cc1ccc(-c2nc(C#N)c(NCC3CCCO3)o2)cc1 (stereo not drawn),90.3%,21.3µM*,8.8%,?,20.2%,?,7.3%,-13.3%,-1.6%,?
CCN(CC(=O)Nc1c(F)cccc1F)C(=O)C1CCN(S(=O)(=O)c2ccc(C)cc2C)CC1,-16.6%,-1.0%,·,-19.0%,·,4.5%,-0.8%,5.0%,·,-4.6%
Nc1nc2c(s1)COc1ccccc1-2,52.9%,?,1.7%,10.2%,-2.6%,13.4%,5.2%,-2.8%,6.5%,17.4%

Carrying on.
compound,BRCA1 expr up,FLuc counter,MBNL1-CUG inh,ELG1 genotox,RORgamma inh,NPC1 prom act,p53 reactivator,uPA surface inh,Gal4-VP16 FLuc,Rab9 prom act
CC(NCc1nc2ccccc2n1C)C12CC3CC(CC(C3)C1)C2 (stereo not drawn),-15.1%,-0.4%,3.1%,-9.4%,5.01µM*,-1.7%,0.3%,-2.1%,?,-6.7%
CCCn1c(NC(=O)c2ccccc2Br)nc2ccccc21,-65.8%,-6.9%,-1.4%,-11.7%,0.355µM*,-3.0%,-0.7%,-3.2%,2.82µM*,3.0%
CC(C)C(C(=O)OCC(=O)c1cccc([N+](=O)[O-])c1)N1C(=O)[C@@H]2[C@H]3CC[C@H](C3)[C@@H]2C1=O (stereo partly drawn),-11.0%,0.3%,?,1.4%,1.8%,0.6%,-3.7%,3.8%,-10.8%,-3.1%
CCOC(=O)c1cccc(NC(=O)CN2C(=O)C3CC=CCC3C2=O)c1 (stereo not drawn),-5.3%,3.3%,-0.3%,-3.2%,4.4%,-4.8%,-0.9%,-13.3%,0.6%,4.6%
CC1(C)CC(=O)C2=C(C1)OC(N)=C(C#N)C2c1ccccc1[N+](=O)[O-] (stereo not drawn),-22.3%,-3.4%,6.1%,2.2%,15.4%,1.9%,2.3%,1.2%,-5.1%,0.2%
Cc1cccc(N2CCN(C(=O)C3CCN(c4nnc(-n5cccc5)s4)CC3)CC2C)c1 (stereo not drawn),-3.1%,-3.7%,7.9%,-6.7%,4.5%,-4.4%,-6.4%,-5.5%,?,0.9%
O=C(c1coc2ccccc2c1=O)N1CCN(c2cccc(C(F)(F)F)c2)CC1,-11.6%,-6.1%,-8.8%,-4.9%,?,-0.8%,-7.0%,-5.7%,?,-3.2%
COc1ccc(CN(C(=O)c2nsc(Cl)c2Cl)C(C(=O)NC2CCCC2)c2ccc(C)cc2)cc1 (stereo not drawn),-65.2%,2.3%,·,-5.4%,-13.3%,-6.0%,-0.1%,-14.0%,-21.7%,-6.7%
O=C(OCc1cc2ccccc2[nH]c1=O)c1cccs1,-13.4%,0.4%,10.2%,2.8%,-3.0%,0.3%,2.8%,0.4%,-17.3%,4.6%
Cc1nc(SCC(O)CCl)c([N+](=O)[O-])[nH]1 (stereo not drawn),11.8%,4.6%,?,2.5%,-67.0%,-0.4%,12.4%,0.5%,-7.6%,-13.8%
CC(=O)c1ccccc1OCCOCCOCCOc1ccccc1C(C)=O,3.5%,?,-10.7%,2.2%,18.0%,-2.7%,-2.8%,5.8%,3.4%,-3.6%
O=C(CSc1nnc(Cn2c(=O)sc3ccccc32)n1-c1ccccc1)NCc1ccco1,6.4%,2.6%,-16.2%,-0.8%,32.2%,-2.3%,20.2%,-6.6%,-8.6%,-3.9%
O=C(CC1C(=O)NCCN1Cc1cccc(F)c1)NCCCCCN1CCOCC1 (stereo not drawn),-9.2%,2.7%,8.2%,4.7%,?,-1.9%,16.5%,9.7%,-1.2%,4.8%
COc1ccc(C(=O)/C=C(\C)Nc2ccc(NC(C)=O)cc2)cc1,?,?,-17.6%,3.7%,-39.1%,?,11.0%,-14.1%,26.7%,2.82µM*
CN(C)CCN(C(=O)c1ccc2c(c1)CCCC2)c1nc2c(F)cccc2s1,1.0%,10.7µM*,18.0%,?,-21.5%,2.1%,14.3%,3.0%,-14.7%,6.1%

Other results:
compound,BRCA1 expr up,FLuc counter,MBNL1-CUG inh,ELG1 genotox,RORgamma inh,NPC1 prom act,p53 reactivator,uPA surface inh,Gal4-VP16 FLuc,Rab9 prom act
CCCc1nn2c(=O)cc(O)nc2s1,-15.2%,-0.4%,·,-0.1%,-1.1%,-3.5%,1.5%,1.5%,-1.9%,0.4%
CCc1ccccc1NC(=O)CSc1nnc(C2CC2)n1CC1CCCO1 (stereo not drawn),8.7%,3.0%,-1.5%,-5.2%,-14.9%,-2.1%,-1.4%,-0.4%,2.8%,4.3%
O=c1[nH]c2ccccc2n2cnnc12,19.0%,-1.0%,-6.9%,1.2%,38.0%,-3.9%,0.2%,0.6%,13.4%,-1.0%
O=C(Nc1ccc(NC(=O)c2ccccc2Cl)cc1)c1cccnc1,-1.2%,-10.8%,0.7%,4.7%,-10.2%,3.3%,2.0%,2.2%,2.3%,1.6%
Cc1c(Br)c([N+](=O)[O-])nn1CC(=O)NCCc1c[nH]c2ccccc12,5.0%,-2.2%,·,-3.6%,?,-0.7%,18.3%,0.9%,-2.2%,-1.4%
CC1CCCCC1NCC(=O)Nc1ccccc1-c1ccccc1 (stereo not drawn),-21.6%,1.8%,?,-2.9%,26.6%,-2.1%,-8.9%,2.6%,6.3%,-5.8%

Looked up by structure from above (two):
compound,BRCA1 expr up,FLuc counter,MBNL1-CUG inh,ELG1 genotox,RORgamma inh,NPC1 prom act,p53 reactivator,uPA surface inh,Gal4-VP16 FLuc,Rab9 prom act
CC1CCCCC1NCC(=O)Nc1ccccc1-c1ccccc1 (stereo not drawn),-21.6%,1.8%,?,-2.9%,26.6%,-2.1%,-8.9%,2.6%,6.3%,-5.8%
O=c1[nH]c2ccccc2n2cnnc12,19.0%,-1.0%,-6.9%,1.2%,38.0%,-3.9%,0.2%,0.6%,13.4%,-1.0%
